D3 antag: D3 dopamine receptor (human) antagonism; P35462; actives 2.5% (n = 360,000); max response, negative = inhibition, %; D3R cells, DiscoveRx beta-arrestin luminescence, antagonist mode; stronger effect = lower value; in the data active means max response below about -50%; inconclusive means no clear call, values can overlap the other calls; further: on the % scale 0 is the no-effect control and ±100 the full control effect; mostly tested at two doses, the higher about 12 µM
Target sequence (P35462 whole entry, looked up): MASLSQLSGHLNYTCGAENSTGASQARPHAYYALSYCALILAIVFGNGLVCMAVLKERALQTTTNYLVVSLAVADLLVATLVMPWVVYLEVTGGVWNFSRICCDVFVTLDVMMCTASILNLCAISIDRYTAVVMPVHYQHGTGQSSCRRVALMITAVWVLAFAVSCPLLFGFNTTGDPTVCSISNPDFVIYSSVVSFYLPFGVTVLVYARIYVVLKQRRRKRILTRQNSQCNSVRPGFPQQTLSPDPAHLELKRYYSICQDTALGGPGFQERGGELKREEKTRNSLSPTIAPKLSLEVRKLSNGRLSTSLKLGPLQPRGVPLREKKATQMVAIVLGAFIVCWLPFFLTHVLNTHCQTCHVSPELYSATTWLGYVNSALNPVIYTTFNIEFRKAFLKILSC
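Cells expressing the human receptor were seeded at 1500 cells/well, incubated overnight at 37 degrees C in 5% CO2, then exposed to library compounds with dopamine controls for 90 minutes at 37 degrees C before luminescent detection.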
PTHR1 ag: activates the human parathyroid hormone receptor PTHR1 | Q03431 | HEK293 GP2 PTHR1 cells, GloSensor cAMP luminescence, 1 h | Potency, µM (series often up to 115 µM), for the others: at the top dose activation, usual class: activators | actives 0.075% (n = 410,000) | AID 743266; further: potency means the concentration at half of the fitted maximal effect; nearly all actives have a fitted effect of over 55% in size; some results filed as inactive show a strong effect at the top dose; inactives centre near -15; many of its hits are not listed in these tables
Target sequence (Q03431 whole entry, looked up): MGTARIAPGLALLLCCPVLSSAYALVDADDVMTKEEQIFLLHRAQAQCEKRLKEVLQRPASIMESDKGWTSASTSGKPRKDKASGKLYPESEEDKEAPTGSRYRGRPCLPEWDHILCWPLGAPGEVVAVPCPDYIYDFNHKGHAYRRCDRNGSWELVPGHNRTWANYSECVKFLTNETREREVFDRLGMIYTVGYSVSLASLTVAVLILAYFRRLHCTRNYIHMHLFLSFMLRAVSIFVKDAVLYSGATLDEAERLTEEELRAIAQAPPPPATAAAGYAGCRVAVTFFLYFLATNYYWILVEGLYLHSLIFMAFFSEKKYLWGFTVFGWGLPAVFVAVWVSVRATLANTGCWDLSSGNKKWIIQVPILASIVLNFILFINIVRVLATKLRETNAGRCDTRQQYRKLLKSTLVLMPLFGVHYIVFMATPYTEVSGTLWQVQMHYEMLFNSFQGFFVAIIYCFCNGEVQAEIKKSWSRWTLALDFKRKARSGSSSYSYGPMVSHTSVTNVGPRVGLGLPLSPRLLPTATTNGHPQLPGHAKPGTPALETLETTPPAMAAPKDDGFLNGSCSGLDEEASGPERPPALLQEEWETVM
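HEK-293-derived GP2 cells expressing PTHR1 and a GloSensor cAMP reporter, 3,000/well, plated overnight, given luciferin plus IBMX (each 0.5 mM as added) for 1 h at 37 °C, then compound for 1 h at 37 °C. Luminescence was read after 15 min at room temperature.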
Mm-Cpn inhibitor: blocks the Methanococcus maripaludis chaperonin Mm-Cpn. purified Mm-Cpn ATPase, ADP Transcreener TR-FRET. actives 0.031% (n = 330,000). AID 504842. Potency, µM (doses to about 76.9 µM), without a hit: top-dose activity, negative = inhibition, hits mostly inhibitors; further: potency means the concentration at half of the fitted maximal effect; on the % scale 0 is the no-effect control and ±100 the full control effect; nearly all actives have a fitted effect of over 80% in size
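ATPase read-out: TR-FRET ADP immunoassay (anti-ADP Eu cryptate vs ADP-d2), ex 320 nm, em 590/665 nm; signal drops as ADP forms. Enzyme 25 nM, ATP 10 uM, 30 min at 37°C after 10 min compound preincubation.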
Akt phos inh: inhibitors of Akt phosphorylation | Neuro2A IGF-stimulated pAkt S473 HTRF, 20 min; stronger effect = lower value | activity change, % for hits at 50 µM | actives 0.32% (n = 360,000); in the data active means activity change below about -80%; inconclusive means mostly about -51% to -80%; further: on the % scale 0 is the no-effect control and ±100 the full control effect
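Neuro2A cells in DMEM with 0.5% FBS, overnight at 37 deg C, given compound at single 50 µM final, then IGF (6 nM final) for 20 min at 37 deg C. Lysed; phospho-Akt Ser473 by HTRF after 24 h, 665/615 ratio.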
CCT modulator: modulators of cytosolic chaperonin (CCT/TRiC) activity. purified chaperonin ATPase assay, HTRF ADP detection, 30 min. activity change, % (test concentration not listed), hits read low. actives 0.3% (n = 360,000); in the data active means activity change below about -30%; further: on the % scale 0 is the no-effect control and ±100 the full control effect
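TRiC (40 or 20 nM final, by batch activity) in 30 mM Tris pH 7.4, 100 mM KCl, 5 mM MgCl2, 1 mM DTT was treated with compound at 76 uM single dose, then 10 uM ATP, 30 min at 37 °C. ADP was read by HTRF Transcreener.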
EPAC2 agonist: EPAC2 (human) agonism | EPAC2 activation, biochemical qHTS; response scale: 100% = 6.5 mM cAMP response | actives 0.079% (n = 360,000) | Potency, µM (doses to about 154 µM), for the others: at the top dose activation, hits mostly activators; further: potency means the concentration at half of the fitted maximal effect; nearly all actives have a fitted effect of over 50% in size
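Exchange assay: 100 nM EPAC2 with 250 nM Rap1B-BODIPY-GDP and 50 uM GDP. Fluorescence (ex 480/em 540 nm) read every 5 min for 30 min at room temperature. Data normalized to 6.5 mM cAMP as agonist control.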
D3 ag: agonists of human D3 dopamine receptor; D3R DiscoveRx beta-arrestin cells, luminescence, 90 min; actives 0.58% (n = 410,000); max activation, %; in the data active means max activation above about 30%; further: 0% is about no effect; mostly tested at two doses, the higher about 12 µM
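Agonist mode: compounds and dopamine controls were applied to plated cells for 90 min at 37 degrees C after an overnight attachment at 1500 cells/well. Luminescent read-out followed 30 - 60 minutes at room temperature with DiscoveRx detection reagent.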
EPAC2 antag: blocks human EPAC2 exchange factor | Q8WZA2 | EPAC2 GEF exchange of Rap1B-BODIPY-GDP, fluorescence | Potency, µM (series often up to 114 µM), for the others: top-dose activity, negative = inhibition, actives largely listed as inhibitors | actives 0.18% (n = 360,000) | AID 720708; further: potency means the concentration at half of the fitted maximal effect; on the % scale 0 is the no-effect control and ±100 the full control effect; nearly all actives have a fitted effect of over 45% in size; many of its hits are not listed in these tables
Numbers without * were called inactive; i = inactive; ? = inconclusive; nt = not tested or not shown; & = joins results of further samples; [ ] = remark or other dose. Unless noted, the call rests on the fitted dose curve; in most records, active means well fitted curve in the direction sought with a large enough effect; inconclusive means small, poorly fitted or top-dose-only effect, or another doubt; inactive means no such curve, though single readings can be large; an effect the other way counts as inactive or inconclusive. The list is partial, so the mix of outcomes need not match the whole.

SMILES	D3 antag	PTHR1 ag	Mm-Cpn inhibitor	Akt phos inh	CCT modulator	EPAC2 agonist	D3 ag	EPAC2 antag
CCN(C(=O)CSc1nnc(-c2ccccc2C)n1C)c1c(N)n(Cc2ccccc2)c(=O)[nH]c1=O	-4	i	1%	i	0.0	3%	-4	6%
CSc1nnc(NC(=O)c2nc(S(=O)(=O)Cc3cccc(C)c3)ncc2Cl)s1	-54*	-24%	2%	i	-3.0	-5%	-2	5%
C=CCn1c(N)c(C(=O)Nc2ccc(C)c(C)c2)c2nc3ccccc3nc21	14	i	1%	i	-1.2	-17%	2	1%
S=c1[nH]nc(-c2ccco2)n1C1CCCCC1	-17	-22%	0%	i	0.2	6%	-8	0%
COc1ccccc1NC(=O)CN1CCN(C(=O)c2ccco2)CC1	0	i	-1%	nt	-2.7	-8%[15.6 µM]	1	-6%
CC1CCN(c2nc(/C=C/c3ccccc3)nc3ccccc23)CC1	30	i	2%	i	2.2	3%	3	-8%
CN1C(=O)CSc2ccc(NC(=O)NCc3ccccc3)cc21	-10	-13%	0%	i	0.0	7%	-4	-3%
CC1(C)CC(NC(=O)c2ccc(Cl)c(Cl)c2)CC(C)(C)N1	1	0%	-1%	i	1.2	13%	0	11%
O=C(CN(C(=O)CCC(=O)Nc1nccs1)c1ccc2c(c1)OCO2)NCc1ccccc1	-16	-3%	1%	i	-0.9	11%	-24	-1%
COc1ccc(N2CCN(CC(O)COc3ccc(F)cc3)CC2)cc1 (configuration not stated)	-66*	-9%	2%	i	-2.3	11%	-20	1%
Cc1cc(NC(=O)COC(=O)c2ccccc2Cl)no1	-12	-92%[inhibitor]	1%	i	2.3	6%	-1	8%
Cc1cccc(N(CC(=O)O)CC(=O)O)c1	7	-10%	1%	i	-0.9	2%	-3	27%
O=C(CSc1nc2ccc([N+](=O)[O-])cc2[nH]1)NCCc1ccccc1	8	i	-13%	?	0.6	12%	4	4%
O=C(CCCc1c[nH]c2ccccc12)Nc1ccc(S(=O)(=O)Nc2ncccn2)cc1	2	i	-3%	i	-4.2	-3%	-5	1%
CC(=O)Nc1c(-c2ccccc2)c2cc(Br)ccc2[nH]c1=O	7	28%	-1%	i	-4.7	5%	0	-10%
COC(=O)c1ccc(CNC(=O)Cn2cnc3c(NCc4ccccc4)ncnc32)cc1	?	-8%	-1%	i	1.3	8%	-10	7%
COCCCNC(=O)CCCn1c(=O)[nH]c2ccccc2c1=O	14	i	1%	i	-1.1	-7%	0	6%
COc1ccnc(Oc2ccc(F)cc2)c1C(=O)N/C=N/OCc1cccc(F)c1	-6	22%	0%	i	0.6	10%	-12	16%
COc1nc(OC)nc(N2CCC(C(=O)Nc3cccc4c3CCCC4)CC2)n1	17	i	-1%	nt	0.5	7%	-9	0%
CCOc1cc(C)c(S(=O)(=O)NC2CC(C)(C)NC(C)(C)C2)cc1C	-2	i	1%	i	-0.6	0%	-2	2%
COc1ccc(-c2nnc(SCC(=O)NC3CCCCC3)o2)cc1OC	0	-5%	-2%	i	-0.7	7%	-6	10%
Cc1ccc([N+](=O)[O-])cc1NC(=O)c1ccc(C(C)(C)C)cc1	-2	i	2%	i	0.0	-2%	-7	-12%
COC(=O)c1cc(OCC(=O)Nc2ccc3c(c2)CCC3)cc(C(=O)OC)c1	-17	i	0%	i	2.4	-21%	4	-4%
CC1=C(OC(=O)C(C)(C)C)C(C)(C)C(c2ccccc2)OC1=O (configuration not stated)	-2	-30%[inhibitor]	2%	i	1.3	-1%	-12	-21%
O=[N+]([O-])c1ccc(NCCNc2ccc(Cl)nn2)cc1	-74*	-9%[57.5 µM]	1%	i	1.4	5%	-3	1%
O=C(NCCc1c[nH]c2ccccc12)Nc1ccccc1	26	i	1%	i	1.9	11%	-2	-18%
COc1ccc(C(CNC(=O)C(C)(C)Oc2ccc(Cl)cc2)N2CCCCC2)cc1 (configuration not stated)	-83*	i	0%	i	-4.4	-1%	-14	-1%
CC(C)(CNC(=O)c1cc(Cl)c(O)c(Cl)c1)N1CCCCC1	-5	i	1%	i	1.7	17%	4	2%
Cc1cc(NC(=O)CSc2nnc(-c3ccc(Br)o3)n2Cc2ccccc2)no1	0	16%[57.5 µM]	1%	i	-0.4	2%	-2	3%
CCOc1ccccc1N1CCN(CC(=O)NC(C)c2ccccc2)CC1 (configuration not stated)	-89*	-8%	0%	i	-5.5	-1%	-22	5%
Cc1ccccc1CSc1nnc(-c2cccnc2)n1N	0	-6%[57.5 µM]	0%	i	-1.1	-1%	-10	10%
Cc1cccc(N2CCN(CC(O)COc3ccc4ccccc4c3)CC2)c1 (configuration not stated)	?	-9%	nt	i	1.7	4%	47*	-6%
O=C(CN1C(=O)NC2(CCCc3ccccc32)C1=O)Nc1cccc(S(=O)(=O)N2CCCCC2)c1 (configuration not stated)	-13	-15%	3%	i	-0.5	-6%	1	-12%
Cc1ccc(NC(=O)c2ccc(OCC3CCCO3)cc2)c(C)c1 (configuration not stated)	-24	i	1%	i	-2.0	8%	2	-2%
COc1cc2ccc(C(C)=O)cc2cc1OC	-14	-12%	nt	i	0.9	4%	-6	10%
COc1cccc(N(C(=O)CNC(=O)c2ccco2)C(C(=O)NC2CCCC2)c2ccco2)c1 (configuration not stated)	-6	-32%[inhibitor]	-6%	i	-0.6	5%	0	-1%
COc1cccc(OC)c1C(=O)NC(=S)Nc1cc(-c2nc3ccccc3[nH]2)ccc1Cl	29	0%	-21%	i	-1.2	7%	-4	5%
CN1CCC2(CC1)Nc1nc(SCc3ccc(Cl)cc3)nn1C1=C2CN(C)CC1	-3	?	-2%	i	0.1	6%	-10	-3%
CCC(=O)N1CCN(c2ccc(NC(=S)NC(=O)c3cccc([N+](=O)[O-])c3)cc2)CC1	10	-22%[57.5 µM]	-1%	i	-2.5	14%	-6	-3%
Cc1ccccc1NC(=O)c1cccc(N2C(=O)C3CCC(C)CC3C2=O)c1 (configuration not stated)	1	-10%	-14%	i	-0.2	5%	-6	6%
CC1CN(C(c2cccs2)c2sc3ncnn3c2O)CC(C)O1 (configuration not stated)	5	-12%	0%	i	0.6	8%	3	-1%
Cc1cc(C(=O)NN=C2CC(=O)CC(C)(C)C2)c(C)o1	17	-22%	-1%	i	-1.7	0%	0	4%
N#Cc1c(-c2ccccc2)cc(-c2ccccc2)nc1SCc1nnc(-c2ccccc2)o1	7	5%	0%	i	2.6	6%	1	19%
Nc1nc(-c2ccccc2)c(N=Nc2ccccc2Cl)s1	-59*	0%	0%	i	-0.9	14%	-8	-18%
CCC(O)C1CCN(Cc2cn(-c3ccc(OC)cc3)nc2-c2cccc(F)c2)CC1 (configuration not stated)	-73*	-29%	-4%	i	1.2	-1%	-11	-2%
CCOc1ccccc1NC(=O)C1=C(C)NC(=O)NC1c1cccc(OC)c1OC (configuration not stated)	?	i	-1%	nt	-3.1	8%	-1	-4%
COCCNc1nc(-c2ccccc2)nc2ccccc12	-20	i	1%	i	-1.0	-5%	2	-16%
Cc1ccccc1NC(=O)C1CCN(S(=O)(=O)c2cccc3nonc23)CC1	-16	-21%	3%	i	0.3	8%	-8&-8	2%
CC(C)[C@H](NC(=O)c1ccco1)C(=O)OCC(=O)N1CC(=O)Nc2ccccc21	17	i	0%	i	-0.6	-1%	-10	-2%
CCn1ccnc1CN(C)Cc1nc(CCC(C)C)no1	5	-9%	0%	i	-2.8	2%	-4	4%
O=C(COC(=O)c1ccccn1)c1cccc(Br)c1	-2	-7%	1%	i	-4.2	1%	-1	-7%
CC(C)(C)c1csc(NC(=O)Cn2cnc3ccccc3c2=O)n1	11	-18%	1%	i	-3.6	-6%	3	-2%
CC(C)NC(=O)c1onc(CSc2ccc(F)c(F)c2)c1C(=O)O	-21	-7%	2%	i	-1.1	3%	5	-8%
CCOC(=O)C1CCCN(CC(O)COC(c2ccccc2)c2ccccc2)C1 (configuration not stated)	-15	-16%	0%	i	-3.7	6%	-5	-4%
CCc1ccccc1NC(=S)N(CCN1CCCCC1)Cc1ccco1	-29	i	-26%	i	-1.5	2%	-16	-3%
CC(NS(=O)(=O)c1ccc(Cl)cc1)C(c1cccs1)N1CCN(C)CC1 (configuration not stated)	-23	i	1%	i	1.0	9%	-9	-4%
Cc1ccccc1NC(=O)CSc1nc2scc(C)c2c(=O)[nH]1	1	i	-10%	i	1.2	18%	-6	3%
Fc1cccc(CNC2CCN(CCc3ccccc3)CC2)c1	1	i	-1%	i	-0.7	7%	-16	5%
CCn1c(=O)c(=O)n(CC)c2cc(S(=O)(=O)Nc3cc(C)ccc3C)ccc21	-20	i	-1%	i	-4.9	7%	-6	4%
CCOc1ccc(CNn2nnnc2N)cc1	20	0%[57.5 µM]	0%	i	-1.3	4%	-1	6%

Further entries.
SMILES	D3 antag	PTHR1 ag	Mm-Cpn inhibitor	Akt phos inh	CCT modulator	EPAC2 agonist	D3 ag	EPAC2 antag
Clc1ccc(CN2CCC(c3nc4ccc(Cl)cc4[nH]3)CC2)cc1	-74*	-67%[inhibitor]	1%	i	-1.5	10%	-8	3%
CCOC(=O)c1ccc(N/C=C/C(=O)c2ccc(OC)c(OC)c2)cc1	12	-16%	-3%	i	-0.4	-7%	10	-1%
Cc1ccc(C(=O)COC(=O)c2ccccc2NC(=O)c2ccccc2)cc1[N+](=O)[O-]	13	-4%	-2%	i	-0.6	6%	4	9%
O=C(CSc1nnnn1-c1ccc(F)cc1)Nc1ccc(N2CCOCC2)c(Cl)c1	7	19%[57.5 µM]	1%	i	2.0	-7%	0	0%

Single records, from the list above. Order of screens: D3 antag | PTHR1 ag | Mm-Cpn inhibitor | Akt phos inh | CCT modulator | EPAC2 agonist | D3 ag | EPAC2 antag
Listed for `O=C(CSc1nnnn1-c1ccc(F)cc1)Nc1ccc(N2CCOCC2)c(Cl)c1` → 7 | 19%[57.5 µM] | 1% | i | 2.0 | -7% | 0 | 0%
Listed for `Cc1ccc(C(=O)COC(=O)c2ccccc2NC(=O)c2ccccc2)cc1[N+](=O)[O-]` → 13 | -4% | -2% | i | -0.6 | 6% | 4 | 9%
Listed for `CCOC(=O)c1ccc(N/C=C/C(=O)c2ccc(OC)c(OC)c2)cc1` → 12 | -16% | -3% | i | -0.4 | -7% | 10 | -1%
Listed for `Clc1ccc(CN2CCC(c3nc4ccc(Cl)cc4[nH]3)CC2)cc1` → -74* | -67%[inhibitor] | 1% | i | -1.5 | 10% | -8 | 3%
